FLuc modulator: qHTS profiling assay for firefly luciferase inhibitor/activator using purifed enzyme and Km concentrations of substrates (counterscreen for miR-21 project); purified FLuc, Km substrates, luminescence inhibition; Potency, µM (highest dose often 57.5 µM), inactives show at the highest dose activity change, negative = inhibition, actives largely listed as inhibitors; 360,000 tested, 6.9% active;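 also: plate controls were vehicle for no effect and reference inhibitor for full effect; nearly all actives have a fitted effect of over 55% in size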
Target sequence (P08659 whole entry, looked up): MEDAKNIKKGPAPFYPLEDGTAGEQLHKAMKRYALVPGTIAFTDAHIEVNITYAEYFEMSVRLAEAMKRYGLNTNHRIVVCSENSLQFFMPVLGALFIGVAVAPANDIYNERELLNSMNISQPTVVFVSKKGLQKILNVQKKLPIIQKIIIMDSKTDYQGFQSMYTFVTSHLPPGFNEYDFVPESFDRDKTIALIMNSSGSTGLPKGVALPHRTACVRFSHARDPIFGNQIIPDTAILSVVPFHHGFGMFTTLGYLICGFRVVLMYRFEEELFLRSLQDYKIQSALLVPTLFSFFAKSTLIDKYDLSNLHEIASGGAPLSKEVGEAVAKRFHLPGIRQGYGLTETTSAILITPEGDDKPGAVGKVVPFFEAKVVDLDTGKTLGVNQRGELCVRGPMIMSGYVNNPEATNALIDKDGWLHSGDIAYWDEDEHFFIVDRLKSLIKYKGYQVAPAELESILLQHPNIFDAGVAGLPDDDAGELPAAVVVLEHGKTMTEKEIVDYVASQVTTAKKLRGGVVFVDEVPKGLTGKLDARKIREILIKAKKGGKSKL
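Purified P. pyralis luciferase (10nM final) with 10uM D-luciferin and 10uM ATP (Km levels) in 50mM Tris acetate pH 7.5, 10mM Mg acetate, 0.01% Tween-20, 0.05% BSA; qHTS 6-point titration, ~60 µM downward; luminescence read.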
Rab9 prom act: qHTS Assay for Rab9 Promoter Activators; Huh7 Rab9 promoter-luciferase reporter, luminescence, 24 h; Potency, µM (highest dose often 9.22 µM), inactives show at the highest dose activation, negative = inhibition, usual class: activators; 320,000 tested, 2.8% active; also: % of control where 0% means no effect; nearly all actives have a fitted effect of over 60% in size
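Measured in stably transfected Huh7 cells bearing a Rab9 promoter–luciferase construct: 24 h compound treatment at 37 °C, followed by luminescence detection.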
uPA generation: qHTS for Inhibitors of Cell Surface uPA Generation; cell surface uPA generation assay, qHTS; Potency, µM (highest dose often 38.3 µM), inactives show at the highest dose activity change, negative = inhibition, actives largely listed as inhibitors; 330,000 tested, 0.31% active; active = well fitted inhibition curve with a large enough effect; inconclusive = small, poorly fitted or top-dose-only effect; inactive = no such curve, though single readings can be large or run the other way; tested in mouse RAW 264.7 cells; also: % is scaled to controls: 0 for no effect and ±100 for the full control effect; nearly all actives have a fitted effect of over 55% in size
RORg inh: qHTS for inhibitors of ROR gamma transcriptional activity; Nuclear receptor ROR-gamma (Mus musculus), P51450; Drosophila S2 Gal4-RORgamma UAS-luciferase reporter, 20 h; Potency, µM (highest dose often 53.6 µM), for inactives: top-dose activity change, negative = inhibition, hits mostly inhibitors; 310,000 tested, 5.4% active; AID 2551, 2010; also: % is scaled to controls: 0 for no effect and ±100 for the full control effect; nearly all actives have a fitted effect of over 60% in size
Target sequence (P51450 whole entry, looked up, the tested form may be a part): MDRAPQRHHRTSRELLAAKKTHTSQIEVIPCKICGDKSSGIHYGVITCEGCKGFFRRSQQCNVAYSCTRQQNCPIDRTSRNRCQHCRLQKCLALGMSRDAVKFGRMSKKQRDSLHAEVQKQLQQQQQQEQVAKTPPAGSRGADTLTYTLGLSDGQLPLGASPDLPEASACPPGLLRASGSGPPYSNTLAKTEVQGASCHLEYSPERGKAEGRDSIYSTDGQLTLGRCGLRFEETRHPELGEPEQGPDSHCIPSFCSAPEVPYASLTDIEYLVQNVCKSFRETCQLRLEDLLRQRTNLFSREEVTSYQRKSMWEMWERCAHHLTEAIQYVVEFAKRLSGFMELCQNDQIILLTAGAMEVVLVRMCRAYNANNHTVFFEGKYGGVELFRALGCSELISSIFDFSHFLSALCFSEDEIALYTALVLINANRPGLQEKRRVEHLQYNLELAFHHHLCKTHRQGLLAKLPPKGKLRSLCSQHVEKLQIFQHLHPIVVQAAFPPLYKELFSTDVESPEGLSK
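Read-out: Photinus luciferase luminescence; inhibitors lower reporter signal. Insect Schneider cells with Gal4-ROR gamma fusion under metallothionein promoter, UAS reporter; 700 uM final copper sulfate induction, 20 hr, ambient temperature.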
MLL CXXC-DNA inh: qHTS Fluorescence Polarization Assay for Inhibitors of MLL CXXC domain - DNA interaction. MLL-CXXC / FITC-HOXA9 DNA fluorescence polarization. Potency, µM (top dose mostly 115 µM), for inactives: at the highest dose activity change, negative = inhibition, hits mostly inhibitors. 290,000 tested, 0.037% active; active = well fitted inhibition curve with a large enough effect in the polarisation, with a control signal flat, not every such curve was filed as active; inconclusive = small, poorly fitted or top-dose-only effect, or effect the other way, or a change in a side signal; inactive = no such curve, though single readings can be large or run the other way; the % refers to the polarisation
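Fluorescence polarization: 7 uM MLL-CXXC (stock) preincubated 5 min with compounds, then 50 nM fluorescein-HOX-A9 DNA (stock) added; 30 min ambient. Buffer 50 mM Tris-HCl pH 7.5, 50 mM NaCl, 1 mM DTT, 0.05% BSA.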
NPC1 prom act: qHTS Assay for NPC1 Promoter Activators; Potency, µM (top dose mostly 9.22 µM), for the others: top-dose activation, most hits filed as activators; AID 485313, 2010; Huh7 NPC1 promoter luciferase reporter, 24 h; 320,000 tested, 2.4% active;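 also: % of control where 0% means no effect; nearly all actives have a fitted effect of over 60% in size; reporter is driven by a mutant NPC1 promoter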
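Huh7 cells stably carrying NPC1 promoter–luciferase, plated in Opti-MEM with 10% FBS for 2 h, were exposed to compound in DMSO for 24 h at 37 °C; luciferase reagent was added for 10 min and luminescence read.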
ELG1 genotox: qHTS screen for small molecules that induce genotoxicity in human embryonic kidney (HEK293T) cells expressing luciferase-tagged ELG1 | 330,000 tested, 1.3% active | AID 504466, 2011 | Potency, µM (series often up to 46 µM), for inactives: at the highest dose activity change, positive = activation, usual class: activators | HEK293T ELG1-luciferase reporter, luminescence, 16 h; also: % of control where 0% means no effect; nearly all actives have a fitted effect of over 60% in size
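Quantitative HTS format in 1536-well plates. HEK293T ELG1-luciferase reporter cells receive test compound and are incubated 16 hr at 37 °C, 5% CO2; ONE-Glo added, 30 min room temperature, then luminescence read.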
p53 reactivator: qHTS assay for re-activators of p53 using a Luc reporter; H1299 p53-A138V BP100-luciferase reporter, luminescence, 24 h; Potency, µM (highest dose often 92.2 µM), inactives show top-dose activity change, positive = activation, hits mostly activators; 320,000 tested, 0.063% active; also: % of control where 0% means no effect; nearly all actives have a fitted effect of over 45% in size
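H1299 (p53-null), stable ts p53-A138V + BP100-Luc; 1000 cells/well, Opti-MEM/10% FBS; cpd 4 pt, 1:5; 24 h, 37 deg C, 5% CO2; detection reagent 10 min RT; luminescence.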
MBNL1-CUG inh: qHTS Assay for Inhibitors of MBNL1-poly(CUG) RNA binding; AID 2675, 2010; TR-FRET MBNL1-His/biotin-(CUG)12 binding, 665/545 ratio; Muscleblind-like protein 1 (Homo sapiens), Q9NR56; Potency, µM (titrated, usually from 57.5 µM), without a hit: top-dose activity change, negative = inhibition, actives largely listed as inhibitors; 280,000 tested, 0.036% active; active = well fitted inhibition curve with a large enough effect in the signal ratio, with a control signal flat, not every such curve was filed as active; inconclusive = small, poorly fitted or top-dose-only effect, or effect the other way, or a change in a side signal; inactive = no such curve, though single readings can be large or run the other way; the % refers to the signal ratio; also: % is scaled to controls: 0 for no effect and ±100 for the full control effect
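TR-FRET readout: Ex 340 nm, 665/545 nm emission ratio, normalized to buffer-only (basal) and MBNL1-(CUG)12 controls. Complex of MBNL1-His with Biotin-(CUG)12, compounds 92 nM–58 uM, incubated 60 min at room temperature.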
Gal4-VP16 FLuc: VP16 counterscreen qHTS for inhibitors of ROR gamma transcriptional activity; AID 2546, 2010; Potency, µM (highest dose often 53.6 µM), for the others: at the highest dose activity, negative = inhibition, most hits filed as inhibitors; Drosophila S2 Gal4-VP16 UAS-luciferase, luminescence, 20 h; 310,000 tested, 3.5% active;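 also: Gal4-VP16 expression switched on by copper sulfate through the metallothionein promoter; % is scaled to controls: 0 for no effect and ±100 for the full control effect; nearly all actives have a fitted effect of over 50% in size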
BRCA1 expr up: qHTS Assay to Identify Small Molecule Activators of BRCA1 Expression; Potency, µM (titrated, usually from 46.1 µM), without a hit: top-dose activation, usual class: activators; MCF7-BRCA1-FFLuc reporter, luminescence, 48 h; response scale: scaled: vehicle 0%, 10 µM genistein 100%; 380,000 tested, 1.1% active; AID 624202, 2012; also: nearly all actives have a fitted effect of over 80% in size; some results filed as inactive show a strong effect at the top dose
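Reporter cells (MCF7, BRCA1 promoter-firefly luciferase) received library compounds across a concentration series for 48 h. End-point luminescence was measured and concentration-effect curves derived after normalization.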
Active calls of the source: *; ? = inconclusive; . = not tested or not shown; [ ] = another dose, or the depositor's remark. Unless noted, calls follow the shape of the dose curve; as a rule, active = well fitted curve in the direction sought with a large enough effect; inconclusive = small, poorly fitted or top-dose-only effect, or another doubt; inactive = no such curve, though single readings can be large; an effect the other way counts as inactive or inconclusive. Potency is read from the fitted curve at half-maximal effect. Only part of the results is shown; the hit share may differ from the screen's.

SMILES	FLuc modulator	Rab9 prom act	uPA generation	RORg inh	MLL CXXC-DNA inh	NPC1 prom act	ELG1 genotox	p53 reactivator	MBNL1-CUG inh	Gal4-VP16 FLuc	BRCA1 expr up
COc1cccc(N2CCN(S(=O)(=O)c3ccc4c(c3)oc(=O)n4C)CC2)c1	1%	3%	-1%	-4%	2%	-2%	7%	-2%	-2%	-17%	4%
CCc1nnc(NC(=O)c2cc(S(=O)(=O)N(CC)CC)ccc2Cl)s1	7%	3%	.	11%	12%	-4%	-2%	6%	-10%	0%	10%
CN(C(=O)c1cc(-c2ccc3c(c2)OCO3)on1)c1ccccc1	15µM*	2.5µM*	0%	?	-3%	2.5µM*	18µM*	28%	4%	2%	2.8µM*
Cn1c(=O)c2c(ncn2CC(=O)OCC(=O)Nc2ccc(Cl)cc2Cl)n(C)c1=O	-1%	-1%	-1%	?	18%	0%	-2%	6%	3%	-1%	34%
COc1ccccc1S(=O)(=O)Cc1ccc(C(=O)NC2CC2)o1	-1%	2%	1%	-15%	-6%	1%	3%	9%	1%	12%	-3%
CCN(CC(=O)NCCc1ccc(Cl)cc1)Cc1nc2ccccc2c(=O)[nH]1	5%	1%	2%	2.2µM*	-2%	-4%	-8%	23%	-6%	?	-45%
COc1ccccc1NS(=O)(=O)c1ccc(/C=C/C(=O)N2CCN(C(C)=O)CC2)cc1	-3%	1%	-30%	.	.	-16%	0%	6%	.	.	-18%
Clc1ccc(CO/N=C/c2cccs2)cc1	0%	2%	1%	-20%	-6%	9%	1%	1%	?	-4%	0%
O=C(COC(=O)c1ccc(S(=O)(=O)N2CCc3ccccc3C2)cc1)NC(=O)NCc1ccco1	1%	4%	4%	-32%	15%	0%	8%	0%	3%	-14%	-12%
COc1cccc(NC(=O)CCC2CCN(C(=O)c3ccc(C(C)=O)s3)CC2)c1	-1%	1%	6%	-8%	20%	0%	7%	4%	12%	-9%	-59%
COc1ccccc1NC(=O)Cn1cnc2c(nnn2-c2ccc(C)cc2)c1=O	0%	-15%	11%	-26%	?	-3%	0%	-1%	3%	-1%	1%
C=CCNC(=S)N1CCN(CCNC2=CC(=O)CC(C)(C)C2)CC1	3%	-1%	1%	-5%	-5%	-7%	0%	-1%	.	-8%	0%
O=C(CCN1C(=O)/C(=C/c2ccc(F)cc2)SC1=S)N[C@@H](CO)Cc1ccccc1	1%	-3%	5%	-15%	-15%	-12%	-3%	6%	22%	11%	-40%
O=C(Cc1ccccc1)Nc1ccc(-c2nnc(-c3ccco3)o2)cc1	3%	8%	5%	?	-1%	0%	2%	29%	?	-5%	84%
CCCN1C2CCCC1CC(NC(=O)c1cccc([N+](=O)[O-])c1)C2 (configuration not stated)	-1%	3%	15%	-13%	-10%	-7%	-3%	-1%	?	-1%	14%
c1ccc(-c2nccc(-c3ccc4c(c3)OCO4)n2)cc1	19µM*	?	-2%	23%	5%	?	?	23%	-14%	?	34%
C/C(=N\NC(=O)CN1CCCCC1)c1ccccc1O	-28%	-9%	-7%	3.5µM*	50%[activator]	4%	14%	25%	-2%	16µM*	-38%
CCOc1ccc(NC(=O)CCN2C(=O)c3cccc([N+](=O)[O-])c3C2=O)cc1	0%	7%	-6%	-12%	-4%	-3%	-2%	9%	?	-1%	0%
CC1CCCN(C(=O)c2cc3c(=O)n4ccccc4nc3s2)C1 (configuration not stated)	17µM*	?	-5%	-7%	4%	?	16µM*	?	?	8%	60%
O=C1c2cccnc2C(O)N1Cc1ccc(F)cc1 (configuration not stated)	0%	-3%	6%	-14%	-10%	8%	1%	-10%	2%	1%	6%
CCN(CC)Cc1nc2c(c(=O)[nH]1)C(CC)(CC)Cc1ccccc1-2	-2%	-1%	7%	1.6µM*	-4%	1%	0%	2%	1%	5µM*	-21%
O=C(NC1CCN(C(=S)NCCc2ccccc2)CC1)C1CC1	-1%	-2%	-8%	10µM*	-11%	-6%	2%	0%	1%	?	9%
CCOc1ccc(N(CC(=O)Nc2ccc(C)cc2)S(C)(=O)=O)cc1	15µM*	0.89µM*	6%	16%	-1%	3.5µM*	?	?	-8%	-1%	8.9µM*
C/C(=N\NC(=O)C(=O)Nc1c(C)n(C)n(-c2ccccc2)c1=O)c1ccncc1	1%	-12%	1%	0%	-5%	-1%	0%	-4%	-1%	4%	-5%
CCOC(=O)c1cc2c(ccn2C)n1Cc1ccc(Cl)cc1	-7%	-1%	?	?	-7%	1%	-1%	-2%	1%	-4%	11%
O=C(Nc1ccc(NC(=O)c2cccs2)cc1)c1cccnc1	5%	19%	9%	9%	-5%	7%	1%	4%	-9%	0%	14%
CC(C)(C)C(=O)Nc1c2c(nc3c1CCC3)CCCC2	2%	-4%	-2%	-15%	-19%	0%	-1%	6%	8%	8%	-14%
O=C(NNC(=O)C1CCN(S(=O)(=O)c2ccc(Cl)cc2)CC1)c1ccc(Cl)cc1	3%	0%	2%	?	7%	1%	0%	-2%	-3%	?	-6%
CCc1nc(CNC(=O)C2CCC(=O)N(CCc3ccc(OC)cc3)C2)cs1 (configuration not stated)	-1%	4%	10%	0%	7%	-2%	2%	14%	-5%	-1%	2%
CCCCOC(=O)Cn1c(=O)oc2ccc(C)cc21	-14%	2%	-2%	-22%	-1%	-1%	3%	-3%	5%	?	-12%
C=CCNC(=O)c1cc(Cl)ccc1[N+](=O)[O-]	4%	-2%	-5%	0%	-2%	2%	2%	-2%	?	-2%	-11%
CC(C)(C)Nc1nc(N)nc(Cl)n1	-1%	-8%	-8%	?	0%	5%	6%	0%	-9%	-3%	-4%
Cc1c(C(=O)O)sc2ncnc(N3CCCCC3C)c12 (configuration not stated)	-1%	-10%	1%	1%	13%	-1%	1%	-11%	14%	-5%	-22%
COc1ccc(S(=O)(=O)N2CCC(C)CC2)cc1Br	1%	-1%	3%	-29%	2%	0%	-4%	6%	5%	3%	-22%
O=C(O)c1cc2nc(-c3ccccc3)cc(-c3ccccc3)n2n1	-15%	-10%	3%	30%	-21%	0%	4%	-5%	?	-24%	-4%
COc1ccccc1NS(=O)(=O)c1cc(NC(=O)CNC(=O)c2cc(C)cc(C)c2)ccc1C	1%	-4%	1%	25%[10 µM]	-2%	0%	-3%	-9%	.	?	-50%
Cc1ccc(NC(=O)NCc2ccccn2)cc1Cl	-20%	24%	0%	10%	5%	0%	11%	22%	-12%	22%	34%
Cc1ccc(C)c(NC2=NS(=O)(=O)c3ccccc32)c1	-1%[2.3 µM]	-6%	-12%	-8%	6%	-6%	-7%	-10%	-3%	2%	-9%
CCOc1ccc(C(=O)O)cn1	-1%	-2%	4%	-5%	3%	-1%	0%	0%	-2%	4%	35%
COC(=O)c1ccc(-n2cncn2)c(F)c1	-1%	0%	.	32%	-3%	-8%	0%	-7%	4%	-8%	2%
COc1ccc(NC(=O)c2cc3c(COC(C)=O)cnc(C)c3oc2=Nc2cccc(C(=O)O)c2)c(OC)c1	0%	-4%	12%	1%	29%	-5%	0%	0%	15%	-9%	-7%
COc1ccc(C(c2sc3nc(C)nn3c2O)N2CCC3(CC2)OCCO3)cc1 (configuration not stated)	5%	5%	-5%	-12%	-6%	-1%	2%	-9%	4%	-4%	-51%
COc1ccc(-c2nnn(CC(=O)N(CC(=O)NCCC(C)C)c3ccccc3)n2)cc1OC	3%	-4%	3%	6%	-9%	-3%	-1%	20%	2%	-5%	-35%
COC(=O)C1=NN(C(=O)c2ccc(Br)cc2)C(O)(C(C)(C)C)C1 (configuration not stated)	-3%	18%	2%	?	-8%	-5%	-3%	8%	3%	?	-8%
COc1cc(C)ccc1OCCOc1c(C)cc(Cl)cc1Cl	-5%	3%	4%	3%[10 µM]	13%	-8%	-2%	1%	.	-2%	5%
O=C(O)C1Cc2ccccc2CN1C(=O)c1ccccc1Cl (configuration not stated)	0%	.	3%	-1%	-1%	.	.	.	3%	-17%	-13%

Assay outcomes from PubChem BioAssay.
